# PRC2 inh: EZH2/PRC2 methyltransferase inhibitors, primary screen, biochemical, DELFIA time-resolved fluorescence, single point; PRC2 H3K27 methylation, DELFIA TRF, 1 h; inhibition, % at 12.5 µM; 0.35% of 57,000 active; Histone-lysine N-methyltransferase EZH2 (Homo sapiens), Q15910;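 active = mean inhibition of replicates at least 50% and every single replicate also reaching 50%; inconclusive = mean inhibition at least 50% but some replicate falls below 50%; inactive = mean inhibition under 50%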;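 note: dimethyl H3K27 on biotinylated H3 21-44 peptide detected by antibody; plate controls were median neutral control wells for no effect and median positive control wells for full effect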
# Target sequence (Q15910 whole entry, looked up): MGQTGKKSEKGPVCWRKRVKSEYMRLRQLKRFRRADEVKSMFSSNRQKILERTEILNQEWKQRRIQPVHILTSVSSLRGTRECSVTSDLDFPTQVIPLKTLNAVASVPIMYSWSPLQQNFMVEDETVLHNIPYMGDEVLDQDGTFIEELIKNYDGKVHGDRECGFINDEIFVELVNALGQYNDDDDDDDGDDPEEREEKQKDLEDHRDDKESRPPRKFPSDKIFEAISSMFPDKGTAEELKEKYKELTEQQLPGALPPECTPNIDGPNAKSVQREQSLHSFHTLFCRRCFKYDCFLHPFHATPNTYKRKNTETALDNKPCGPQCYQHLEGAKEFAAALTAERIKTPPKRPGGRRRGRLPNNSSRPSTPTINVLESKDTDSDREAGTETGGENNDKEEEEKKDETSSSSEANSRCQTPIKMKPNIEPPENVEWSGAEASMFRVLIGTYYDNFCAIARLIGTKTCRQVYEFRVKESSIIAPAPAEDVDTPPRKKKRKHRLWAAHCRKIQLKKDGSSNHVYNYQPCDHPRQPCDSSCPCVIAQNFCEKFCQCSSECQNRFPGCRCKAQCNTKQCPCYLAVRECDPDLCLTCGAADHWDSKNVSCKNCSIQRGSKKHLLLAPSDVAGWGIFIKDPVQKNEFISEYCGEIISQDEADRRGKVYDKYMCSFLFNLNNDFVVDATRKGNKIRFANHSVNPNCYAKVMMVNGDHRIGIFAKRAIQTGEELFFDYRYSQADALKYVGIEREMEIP
# IDH1 R132H inh: inhibitors of IDH1 R132H reductase, primary screen, biochemical, plate reader, single point | 0.18% of 70,000 active | diaphorase/resazurin fluorescence, 60 min | AID 624101, 2012 | inhibition, % at 10 µM | Isocitrate dehydrogenase [NADP] cytoplasmic (Homo sapiens), O75874; in the data active = inhibition above about 34%; inconclusive = no clear call, values can overlap the other calls; inactive = below about 11%;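 note: 0% = DMSO and 100% = no enzyme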
# An asterisk follows results filed as active; ? = inconclusive; . = no result given. These rows are one share of the data; the hit share may differ from the screen's.
SMILES | PRC2 inh | IDH1 R132H inh
C[C@@H]1CCCCO[C@@H](CN(C)S(=O)(=O)c2ccccc2)[C@@H](C)CN([C@H](C)CO)C(=O)c2cc(NC(=O)CCCN(C)C)ccc2O1 | . | -0.3
Cc1noc(C)c1NC(=O)N[C@@H]1CC[C@@H](CCNC(=O)C2CCC2)O[C@@H]1CO | -3.0 | 0.0
COCC(=O)Nc1ccc2c(c1)OC[C@H](C)N(Cc1ccccc1F)C[C@@H](C)[C@@H](OC)CN(C)C2=O | -3.8 | 0.2
C/C=C/c1cnc2c(c1)C(=O)N([C@@H](C)CO)C[C@H](C)[C@@H](CN(C)C(=O)c1cccnc1)O2 | -14.6 | -3.0
C[C@H]1CN([C@@H](C)CO)C(=O)c2cccc(NC(=O)Nc3ccc(C(F)(F)F)cc3)c2O[C@H]1CN(C)S(=O)(=O)c1cccs1 | . | 1.4
Cc1c(Cl)cccc1NC(=O)CN(c1ccc(I)cc1)S(C)(=O)=O | -0.9 | 1.0
C[C@@H]1CN([C@@H](C)CO)S(=O)(=O)c2ccc(C#CC3(O)CCCC3)cc2O[C@@H]1CN(C)C(=O)Cc1ccccc1 | . | -0.2
COCC(=O)N1C[C@@H](C)[C@@H](OC)CN(C)C(=O)c2ccc(NC(=O)NC(C)C)cc2OC[C@@H]1C | 3.1 | -0.1
COCCNC(=O)C[C@H]1C[C@@H]2c3cc(NC(=O)c4ccc5c(c4)OCO5)ccc3O[C@@H]2[C@H](CO)O1 | -5.8 | -0.7
COc1cc(NC(=O)COc2cccc(C)c2)c(OC)cc1Cl | 17.0 | -0.1

# Single records, from the list above:
# Cc1c(Cl)cccc1NC(=O)CN(c1ccc(I)cc1)S(C)(=O)=O is listed with PRC2 inh = -0.9; IDH1 R132H inh = 1.0
# C[C@@H]1CN([C@@H](C)CO)S(=O)(=O)c2ccc(C#CC3(O)CCCC3)cc2O[C@@H]1CN(C)C(=O)Cc1ccccc1 is listed with PRC2 inh = .; IDH1 R132H inh = -0.2

# Additional entries
SMILES | PRC2 inh | IDH1 R132H inh
Cc1noc(C)c1NC(=O)N(C)C[C@@H]1Oc2ncc(C#CC3CC3)cc2C(=O)N([C@@H](C)CO)C[C@H]1C | 2.9 | .
O=C(C[C@@H]1CC[C@@H](NC(=O)Nc2ccc3c(c2)OCO3)[C@@H](CO)O1)NCc1ccc(Cl)cc1 | 0.9 | 0.6
COc1cccc(NC(=O)N[C@H]2C=C[C@@H](CC(=O)N3CCOCC3)O[C@@H]2CO)c1 | 7.0 | 0.1
COc1ccc(S(=O)(=O)N(C)C[C@H]2Oc3ccc(NS(=O)(=O)c4ccc(Cl)cc4)cc3C(=O)N([C@@H](C)CO)C[C@@H]2C)cc1 | . | -1.3
O=C(CCCCCCC(=O)Nc1ccc(CO)cc1)NOCc1ccccc1 | 3.8 | .
COc1ccc(C2=NOC(C(=O)NCc3ccco3)C2)cc1 (centres undefined) | -2.6 | 0.3
CCN(CC)c1ccc(NC(=O)c2ccc(Cl)cc2)c(N(CC)CC)n1 | ? | 1.0
C[C@H]1CN([C@@H](C)CO)C(=O)Cc2cc(NC(=O)NC3CCCCC3)ccc2O[C@@H]1CN(C)S(=O)(=O)c1ccc(Cl)cc1 | -10.8 | 0.7
C[C@@H]1CN([C@@H](C)CO)C(=O)c2cc(NC(=O)Nc3ccc4c(c3)OCO4)ccc2O[C@@H]1CN(C)C(=O)Nc1cccc2ccccc12 | . | 0.0
O=C(CSc1nc2cc(Cl)ccc2o1)c1cccc([N+](=O)[O-])c1 | 28.6 | 2.4
CC(C)NC(=O)N(C)C[C@H]1Oc2cc(-c3cccnc3)ccc2S(=O)(=O)N([C@@H](C)CO)C[C@@H]1C | . | -0.5
COc1ccccc1NC(=O)CN(c1ccccc1OC)S(C)(=O)=O | 7.0 | -0.2
C[C@@H]1CN([C@H](C)CO)C(=O)CCCn2nncc2CO[C@H]1CN(C)C(=O)c1cc(-c2ccccc2)on1 | 0.6 | -2.4
O=C(O)CCCCCCC(=O)Nc1ccc(C2OC(CSc3ccncc3)CC(c3ccccc3)O2)cc1 (centres undefined) | 11.5 | .
O=C(O)C[C@@H]1C=C[C@H](NC(=O)Nc2cc(F)ccc2F)[C@@H](CO)O1 | 3.1 | -0.4
O=C1C[C@@](C(=O)NCc2ccccc2)(c2ccc([N+](=O)[O-])cc2)[C@@H](c2ccc(CO)cc2)N1C1CCCCC1 | -4.1 | .
C[C@H](CO)N1C[C@H](C)[C@H](CN(C)C(=O)NC2CCCC2)Oc2ncc(C3=CCCCC3)cc2C1=O | 2.2 | 3.1
Cc1ccc(S(=O)(=O)Nc2cccc3c2O[C@@H](CN(C)C)[C@H](C)CN([C@H](C)CO)C3=O)cc1 | -5.1 | -0.9
C[C@H]1CN([C@@H](C)CO)C(=O)c2cccc(N(C)C)c2O[C@H]1CN(C)C(=O)Nc1ccc2c(c1)OCO2 | 0.5 | .
Cc1ccc(S(=O)(=O)N[C@@H]2CC[C@H](CC(=O)N3CCC(Cc4ccccc4)CC3)O[C@H]2CO)cc1 | 0.5 | -0.4
C[C@H](CO)N1C[C@H](C)[C@H](CN(C)C(=O)Nc2cccc3ccccc23)Oc2ncccc2C1=O | -16.6 | 10.0
C[C@H]1CN([C@@H](C)CO)C(=O)c2cc(NC(=O)Nc3ccc(F)cc3)ccc2O[C@H]1CN(C)C(=O)NC1CCCCC1 | -0.7 | -1.1
C[C@@H]1CN([C@H](C)CO)C(=O)c2cc(-c3ccncc3)cnc2O[C@@H]1CN(C)C(=O)c1ccccc1F | 7.8 | 2.8
CC(C)(C)ONC(=O)c1cccc(N=[N+]=[N-])c1 | 3.2 | .
C[C@@H]1CN([C@H](C)CO)C(=O)Cc2cc(NC(=O)Nc3ccc(C(F)(F)F)cc3)ccc2O[C@H]1CN(C)S(=O)(=O)c1cn(C)cn1 | . | -1.2
Cc1ccc(S(=O)(=O)Nc2ccc3c(c2)CC(=O)N([C@@H](C)CO)C[C@@H](C)[C@@H](CN(C)C(=O)Nc2ccc(F)cc2)O3)cc1 | 7.0 | .
C[C@@H]1CN([C@H](C)CO)C(=O)CCCn2cc(nn2)CO[C@H]1CN(C)Cc1ccc(C(F)(F)F)cc1 | 11.0 | 3.0
C[C@H]1CCCCO[C@@H](CN(C)C(=O)Nc2ccccc2)[C@@H](C)CN([C@@H](C)CO)C(=O)c2cc(NC(=O)Nc3ccccc3)ccc2O1 | . | 0.2
CCC(=O)Nc1ccc2c(c1)OC[C@H](C)N(C(=O)CN1CCOCC1)C[C@H](C)[C@@H](OC)CN(C)C2=O | 6.1 | -0.3
C#CCOc1ccc(/C=N/NC(=O)c2ccccc2O)cc1 | 17.7 | -0.1
CO[C@@H]1CN(C)C(=O)c2cc(NC(=O)Nc3ccccc3)ccc2OC[C@H](C)N(C(=O)CC2CC2)C[C@@H]1C | -2.1 | 0.0
O=C(c1cnn(-c2ccccc2)c1)c1ccccc1O | 36.7 | -0.8
Cc1nnc(SCC(=O)Nc2nsc(-c3ccc(Cl)cc3)n2)s1 | 16.4 | -0.1
CO[C@@H](CN(C)C(=O)c1ccccc1F)[C@H](C)CN([C@@H](C)CO)S(=O)(=O)c1ccc(C)cc1 | -5.6 | -0.2
C[C@@H](NC(=O)C[C@@H]1CC[C@H](NC(=O)c2cccnc2)[C@@H](CO)O1)c1ccccc1 | 15.4 | -0.3
O=C(CN1CCOCC1)N[C@@H]1CC[C@H](CCNC(=O)Nc2cc(F)ccc2F)O[C@@H]1CO | 5.1 | 0.6
C[C@@H]1CN([C@H](C)CO)C(=O)CCCn2nncc2CO[C@H]1CN(C)Cc1cccc(C(F)(F)F)c1 | -6.1 | 0.4
COc1ccc(NC(=O)Nc2ccc3c(c2)CC(=O)N([C@H](C)CO)C[C@H](C)[C@@H](CN(C)Cc2ccc(C(=O)O)cc2)O3)cc1 | . | 1.3
N#Cc1c(NC(=O)c2cc3nc(-c4ccco4)cc(C(F)(F)F)n3n2)sc2c1CCCCC2 | -6.9 | 0.2
COc1ccc(S(=O)(=O)N(C)C[C@@H]2Oc3ccc(NC(=O)CCCCCC(=O)Nc4ccccc4N)cc3C(=O)N([C@H](C)CO)C[C@H]2C)cc1 | -20.5 | -0.5

# A draw from above in order of SMILES length, highest first:
SMILES | PRC2 inh | IDH1 R132H inh
C[C@@H]1CN([C@H](C)CO)C(=O)CCCn2cc(nn2)CO[C@H]1CN(C)Cc1ccc(C(F)(F)F)cc1 | 11.0 | 3.0
COc1cc(NC(=O)COc2cccc(C)c2)c(OC)cc1Cl | 17.0 | -0.1
C#CCOc1ccc(/C=N/NC(=O)c2ccccc2O)cc1 | 17.7 | -0.1

# The results go on.
SMILES | PRC2 inh | IDH1 R132H inh
CCC(=O)N[C@@H]1C=C[C@H](CC(=O)NCC2CCCCC2)O[C@H]1CO | -13.5 | 0.9
COc1ccc(NC(=O)N[C@@H]2CC[C@H](CCNS(=O)(=O)c3ccccc3F)O[C@H]2CO)cc1 | -6.2 | -0.3
O=C(C[C@H]1C=C[C@H](NC(=O)c2ccccn2)[C@@H](CO)O1)NCc1cccc(F)c1 | 8.0 | 0.2
CN(C)Cc1ccc(O)c(CN(C)C)n1 | 13.4 | -3.0
C[C@@H]1CN([C@H](C)CO)S(=O)(=O)c2ccc(C#C[C@@H](C)O)cc2O[C@@H]1CN(C)C | . | 0.5
C=C1CCC2[C@](C)(CCC[C@]2(C)C(=O)O)[C@H]1CC/C(C)=C/C(=O)OC (some centres undefined) | . | 0.2
COCC(=O)Nc1ccc2c(c1)C(=O)N(C)C[C@H](OC)[C@@H](C)CN(C(=O)COC)[C@H](C)CO2 | -7.5 | 0.3
COC(=O)Cc1cc(=O)n(-c2ccccc2)[nH]1 | 22.9 | -0.2
Cc1sc2ncn(CC(=O)Nc3cccc(Cl)c3C)c(=O)c2c1-c1ccccc1 | . | -0.1
CO[C@@H](CN(C)S(=O)(=O)c1ccccc1)[C@H](C)CN(C(=O)Nc1ccccc1F)[C@H](C)CO | 0.3 | -0.3
C[C@@H]1CN([C@@H](C)CO)C(=O)c2cc(C#CCc3ccccc3)cnc2O[C@H]1CN(C)CC1CCOCC1 | . | -0.4
C[C@@H]1CN([C@H](C)CO)C(=O)c2cc(NC(=O)CCC(F)(F)F)ccc2O[C@H]1CN(C)C(=O)Nc1ccc(F)cc1 | -0.4 | -0.3
N#C[C@@H]1[C@@H](c2ccc(/C=C/c3ccccc3)cc2)[C@@H](CO)N1C(=O)C1CCC1 | . | 0.2
CC(C)NC(=O)N(C)C[C@@H]1Oc2ccc(NC(=O)Cn3cnnn3)cc2CC(=O)N([C@@H](C)CO)C[C@H]1C | . | 0.0
C[C@@H]1CN([C@@H](C)CO)C(=O)c2cccc(NS(=O)(=O)c3cn(C)cn3)c2O[C@H]1CN(C)CC1CC1 | . | 0.2
O=C(O)C[C@@H]1CC[C@H](NC(=O)c2ccccc2F)[C@H](CO)O1 | 2.1 | -0.3
C[C@@H]1CN([C@H](C)CO)C(=O)c2cc(NC(=O)CCN3CCOCC3)ccc2O[C@@H]1CN(C)C | 1.0 | 2.8
COc1ccc(NC(=O)Nc2ccc3c(c2)CC(=O)N([C@@H](C)CO)C[C@@H](C)[C@H](CN(C)Cc2ccc(Cl)c(Cl)c2)O3)cc1 | . | 0.4
CO[C@@H]1CN(C)C(=O)c2cc(NS(=O)(=O)CC(F)(F)F)ccc2OC[C@H](C)N(Cc2cccnc2)C[C@H]1C | 3.2 | -0.4
CCCNC(=O)c1cc2c(c(-c3cccc(-c4cccc(F)c4)c3)n1)[C@H](CCO)N([S@@](=O)C(C)(C)C)C2 | 1.9 | -0.2
COC(=O)c1c(-c2ccccc2)csc1NC(=O)CSc1ncnc2sc(C)c(C)c12 | 9.3 | 0.7
C[C@H]1CN([C@@H](C)CO)C(=O)c2cc(Br)cnc2O[C@@H]1CN(C)C(=O)c1ccccc1 | 13.1 | -0.9
Cc1ccccc1-c1nc(S(=O)(=O)c2ccc(Cl)cc2)c(NCc2cccnc2)o1 | 11.0 | -0.1
CO[C@H]1CN(C)C(=O)c2cc(NC(=O)NC3CCCCC3)ccc2OC[C@@H](C)N(C(C)=O)C[C@@H]1C | 5.8 | 0.5
C[C@H]1CN([C@@H](C)CO)C(=O)c2cc(NC(=O)C3CCCCC3)ccc2O[C@@H]1CN(C)S(=O)(=O)c1ccc(F)cc1 | . | 0.2
Cc1ccccc1-c1cnc2c(c1)C(=O)N([C@H](C)CO)C[C@H](C)[C@H](CN(C)C(=O)c1ccncc1)O2 | . | -0.4
CO[C@@H]1CN(C)C(=O)c2cc(NC(=O)C3CC3)ccc2OC[C@H](C)N(CC2CCOCC2)C[C@H]1C | 5.2 | 0.2
COCC#Cc1cnc2c(c1)C(=O)N([C@H](C)CO)C[C@@H](C)[C@@H](CN(C)S(C)(=O)=O)O2 | 6.0 | 0.2
C[C@@H]1CN([C@@H](C)CO)C(=O)c2cccc(NS(=O)(=O)c3ccc(Cl)cc3)c2O[C@H]1CN(C)CC1CC1 | 1.9 | .
CO[C@@H]1CN(C)C(=O)c2cc(NC(=O)c3ccccc3)ccc2OC[C@H](C)N(C(C)=O)C[C@H]1C | -1.0 | 0.0
CC(C)(C)c1ccc(C(O)CCCN2CCC(C(O)(c3ccccc3)c3ccccc3)CC2)cc1 (centres undefined) | . | -0.5
COc1ccc(NC(=O)N(C)C[C@@H]2Oc3ccc(NC(=O)C4CC4)cc3C(=O)N([C@H](C)CO)C[C@H]2C)cc1 | 0.1 | .
COCC(=O)Nc1ccc2c(c1)C(=O)N(C)C[C@H](OC)[C@H](C)CN(Cc1ccccn1)[C@@H](C)CO2 | -2.9 | 0.3
